PMI act: activators of human PMI, primary screen, biochemical, fluorescence intensity, near-Km mannose 6-phosphate; purified human PMI, coupled resazurin fluorescence, 20 min; active compounds read high; 1 = vehicle control, 0 substrate-free wells; activation factor at 20 µM; hit rate 0.005% among 190,000; AID 1214, 2008;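 active means activation factor of 2 or more at 20 µM, relative to plate controls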
Target sequence (P34949 whole entry, looked up): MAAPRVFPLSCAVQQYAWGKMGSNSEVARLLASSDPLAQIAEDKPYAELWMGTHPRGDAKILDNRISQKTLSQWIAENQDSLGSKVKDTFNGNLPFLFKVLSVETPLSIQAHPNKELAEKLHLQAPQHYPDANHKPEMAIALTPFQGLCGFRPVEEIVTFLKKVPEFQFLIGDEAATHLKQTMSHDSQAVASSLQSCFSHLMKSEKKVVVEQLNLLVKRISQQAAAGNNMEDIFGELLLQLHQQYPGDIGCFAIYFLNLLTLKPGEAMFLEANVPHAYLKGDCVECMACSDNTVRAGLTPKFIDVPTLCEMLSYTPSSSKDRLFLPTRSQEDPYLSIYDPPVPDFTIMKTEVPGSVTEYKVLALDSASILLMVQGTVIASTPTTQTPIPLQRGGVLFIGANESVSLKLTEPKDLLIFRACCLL
PMI act satM6P: human PMI activators, high substrate, primary screen, biochemical, fluorescence intensity, near-saturating mannose 6-phosphate; Mannose-6-phosphate isomerase (Homo sapiens), P34949; coupled PMI enzyme assay, resazurin fluorescence, 20 min; active compounds read high; 1 = untreated enzyme, 0 = substrate-free blank; activation factor at 20 µM; hit rate 0.34% among 190,000;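 active means activation factor of 2 or more at 20 µM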
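Material: human phosphomannose isomerase with PGI, G6PDH, diaphorase coupling enzymes. Quantity: 15 ng/mL PMI. Medium: HEPES pH 7.4 buffer with MgCl2 and Tween-20. Reagent: Near-saturating mannose-6-phosphate, 1.0 mM. Compound: 20 µM single dose. Times: enzyme reaction with compound 20 min at room temperature. Detection: resorufin fluorescence at Ex 544/Em 590 nm.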
TNAP act hiacc: TNAP activators at high phosphate acceptor level, primary screen, biochemical, luminescence, uHTS. Alkaline phosphatase, tissue-nonspecific isozyme (Homo sapiens), P05186. purified TNAP, CDP-star luminescence, 1 M DEA, 30 min; active compounds read high; 0 = EDTA background, 1 = DMSO-only activity. activation factor at 20 µM. 200,000 tested, under 10 active;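 active means activation factor at least 2 at 20 µM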
Target sequence (P05186 whole entry, looked up): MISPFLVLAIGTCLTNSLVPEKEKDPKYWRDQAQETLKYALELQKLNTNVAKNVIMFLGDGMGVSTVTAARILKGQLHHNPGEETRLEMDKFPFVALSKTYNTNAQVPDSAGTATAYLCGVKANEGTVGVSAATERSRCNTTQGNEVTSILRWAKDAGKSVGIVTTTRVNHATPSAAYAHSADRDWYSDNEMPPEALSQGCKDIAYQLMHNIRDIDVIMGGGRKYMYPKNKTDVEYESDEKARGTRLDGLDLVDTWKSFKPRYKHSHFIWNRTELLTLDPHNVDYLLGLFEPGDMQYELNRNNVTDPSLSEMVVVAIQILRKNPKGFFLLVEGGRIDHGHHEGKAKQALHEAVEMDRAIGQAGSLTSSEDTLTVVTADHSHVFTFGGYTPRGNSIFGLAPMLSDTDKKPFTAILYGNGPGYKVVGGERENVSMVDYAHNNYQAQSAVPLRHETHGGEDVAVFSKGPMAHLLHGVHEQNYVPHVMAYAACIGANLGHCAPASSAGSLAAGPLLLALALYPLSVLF
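Control set: EDTA negative control, DMSO positive control / Assay system: human TNAP / Quantity: TNAP 1/800 final / Evaluation: TNAP activation factor scaled between EDTA and DMSO control wells / Measured by: luminescent substrate turnover signal / Compound dosing: one dose, 20 µM / Times: 30 min enzyme reaction at room temperature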
Diaphorase inh: diaphorase inhibitors and chemical oxidizers, primary screen, counter-screen for diaphorase-coupled primary assays, biochemical, uHTS, resorufin fluorescence; diaphorase resazurin-to-resorufin fluorescence, NADH, 16 min; bacterial (C. kluyveri) enzyme, not human; inhibition, % at 20 µM; hit rate 0.69% among 190,000;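 active means primary screen inhibition at 20 µM above a set limit, cut at about 50% in these data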;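 further: plate controls were DMSO with full reaction for no effect and wells lacking NADH for full effect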
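controls = No-NADH positive control and DMSO neutral control | system = Clostridium kluyveri diaphorase enzyme | timing = reaction incubation of 16 min at room temperature | signal = resorufin fluorescence 544/590 nm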
TNAP inh noacc: human TNAP enzyme inhibitors, primary screen, biochemical, luminescent, no phosphate acceptor, uHTS. Alkaline phosphatase, tissue-nonspecific isozyme (Homo sapiens), P05186. purified TNAP, CDP-star luminescence, 30 min. inhibition, % at 20 µM. hit rate 0.26% among 200,000. AID 1012, 2008;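 active means tissue-nonspecific alkaline phosphatase inhibition above about 50% at 20 µM in the single-dose screen, limit read from the data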;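 further: 0% = DMSO negative control and 100% = EDTA positive control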
Diaph act CS: compounds boosting diaphorase resazurin reduction – biochemical, uHTS, resorufin fluorescence, counter-screen for diaphorase-coupled primary assays, primary screen | Diaphorase/resazurin coupled assay, 16 min; active compounds read high; 1 = vehicle wells, 0 = NADH-free wells | activation factor at 20 µM | hit rate 0.005% among 190,000;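 active means diaphorase activity raised at least twofold by the compound at 20 µM; inactive means activation factor below 2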
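Assay system: Purified diaphorase enzyme from Clostridium kluyveri | Amount: Enzyme 0.07 U/mL final | Dosing: Compound 20 µM once, DMSO 1% | Timing: 16 min reaction at room temperature | Detection: Fluorescence, excitation 544 nm and emission 590 nm | Evaluation: Higher resorufin formation from activation or reduction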
G6PDH CS: L. mesenteroides G6PDH inhibitors, counter-screen for G6PDH-coupled screening assays, biochemical, Leuconostoc mesenteroides enzyme | AID 1020, 2008 | glucose-6-phosphate dehydrogenase [Leuconostoc mesenteroides] | Purified L. mesenteroides G6PDH, diaphorase/resazurin coupled fluorescence, 45 min | inhibition, % at 5 µM | hit rate 0.12% among 200,000; in the data active means inhibition above about 50%
Efa HMGR inh: inhibitors of E. faecalis class II HMGR, primary screen, biochemical, Enterococcus faecalis; HMG-CoA reductase (Enterococcus faecalis, mvaE); purified E. faecalis HMGR, NADPH absorbance 340 nm kinetic; inhibition, % at 10 µM; hit rate 0.41% among 190,000; AID 1066, 2008;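 active means inhibition above a set limit, the median over all tested compounds plus 3 SD, cut at about 9.5% in these data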;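 further: enzyme runs in reverse so mevalonate oxidation gives rising NADPH absorbance; 0% = complete reaction with DMSO and 100% = background rate lacking mevalonate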
TNAP inh hi DEA: human TNAP enzyme inhibitors, primary screen, biochemical, luminescent, high phosphate acceptor level, uHTS; Alkaline phosphatase, tissue-nonspecific isozyme (Homo sapiens), P05186; AID 1135, 2008; purified TNAP, CDP-star luminescence, 1 M DEA; inhibition, % at 20 µM; hit rate 0.03% among 200,000;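 active means over 50% inhibition of tissue-nonspecific alkaline phosphatase at 20 µM in the single-dose screen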;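 further: plate controls were DMSO wells for no effect and EDTA-quenched wells as full inhibition for full effect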
FLuc act counter: FLuc activators, initial screening, artefact control for FLuc-dependent activation tests, biochemical, ATPlite luminescence. 200,000 tested, under 10 active. Luciferin 4-monooxygenase (Photinus pyralis), P08659. activation factor at 10 µM. AID 1027, 2008. ATPlite luciferase biochemical, 10 min; 0 = ATP-free wells, 1 = DMSO control;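 active means luciferase activation factor, scaled between plate controls, of at least 2 with compound at 10 µM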
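Assay system: Luciferase/luciferin detection reagent, cell-free biochemical luciferase assay / Also added: ATP substrate / Schedule: 10 min at ambient temperature / Measured by: luminescence measurement of luciferase light output / Benchmarks: low control with PBS replacing ATP, high control enzyme plus ATP without compound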
* hit, by the source's call; / = no result given. Outcome played no part in choosing rows; overall some 1.7% were active at least once.

SMILES	PMI act	PMI act satM6P	TNAP act hiacc	Diaphorase inh	TNAP inh noacc	Diaph act CS	G6PDH CS	Efa HMGR inh	TNAP inh hi DEA	FLuc act counter
CCCc1nc2cc(Cl)c([N+](=O)[O-])cc2o1	0.9	0.9	1	9	1	0.9	19	-2	-4	0.9
Cc1ccc(-n2nc(C)c3c(C)cc(=O)[nH]c32)cc1	0.9	1	1	5	-1	1	0	-3	-3	1
CC(C)(C)c1ccc(COC(=O)CNC(=O)CNC(=O)Cc2ccccc2)cc1	1.1	1	1	6	-3	0.9	8	0	-4	1.1
O=C(c1ccc(-c2ccc(Cl)cc2)o1)N1CCN(c2ccc([N+](=O)[O-])cc2Cl)CC1	0.9	0.9	1	15	1	0.9	-62	-1	-1	1.1
C/C(Cc1ccccc1)=N\NC(=O)C1CCCCC1	1	0.9	1	12	-10	0.9	4	-3	-4	1
O=C(Nc1ncc(Cc2ccccc2Cl)s1)c1ccc(-c2cccc([N+](=O)[O-])c2)o1	1.1	1.2	1	-1	-15	1	-31	-7	-1	1.1
CN(Cc1cccs1)C(=O)COc1ccc(-c2nnco2)cc1	1	1	1.1	11	-13	0.9	3	0	-8	1
COc1cccc(-c2nc(S(=O)(=O)c3ccccc3)c(N3CCOCC3)o2)c1	0.9	1	1	10	-3	0.9	-1	-4	2	1
Cc1cccc(C(C)C)c1NC(=O)COC(=O)Cc1ccsc1	0.9	1	1	14	-19	0.9	-8	-14	-2	1.1
Cc1ccccc1C(=O)Nc1cccc(NC(=O)c2ccc(-c3ccc(Br)cc3)o2)c1	1	1	1	3	-6	1	-2	-3	-1	1
Oc1ccc(/C=N/Nc2ccc(C(F)(F)F)cn2)cc1	1	1	1	-2	-5	1	-4	-4	5	0.9
Oc1ccc2ccccc2c1/C=N/c1nccs1	0.6	0.4	1	31	-7	0.7	49	-6	4	1
COc1ccc(NCC(=O)N2CCCC2)cc1Cl	1.1	0.9	1	4	-11	1	-2	-3	-2	1.1
Cn1c(SCC(=O)N2CCc3ccccc32)nnc1-c1ccc(S(=O)(=O)N2CCCC2)cc1	0.8	0.9	1	0	4	1	-4	-2	1	1
CCCC(C)C(=O)Nc1ccncc1 (stereo unspecified)	1	1	1	10	-10	0.9	8	-13	-4	1
O=C(Nc1ccn(Cc2ccccc2)n1)c1cccc(Cn2cc([N+](=O)[O-])cn2)c1	0.9	0.9	1.1	21	-8	0.8	-3	-1	-5	0.9
CCOC(=O)c1ccc(NC(=O)Nc2ccc3c4c(cccc24)C(=O)N3CC)cc1	0.8	0.5	1	24	-9	0.8	16	-5	-5	1.1
CSc1cc(N2CCOCC2)nc(-c2ccccc2Cl)n1	1	0.9	1.1	10	-16	0.9	7	1	-5	1.1
CC1CCN(CC(=O)Nc2cccc(Cl)c2)CC1	1.1	1	1.1	7	-14	0.9	7	1	-8	1.1
COc1ccc(S(=O)(=O)N2CCc3ccccc3C2)cc1	0.9	1	1.1	7	-10	0.9	12	-5	-6	1.1
CCN(CC)S(=O)(=O)c1cc(NC(=O)CN2C(=O)NC3(CCCc4ccccc43)C2=O)ccc1C (stereo unspecified)	1.1	1.1	1	21	-2	0.8	7	2	-4	1.1
CCOC(=O)N1CCN(C(=O)C2CCCN(c3nc4ccc(OCC)cc4s3)C2)CC1 (stereo unspecified)	0.9	1	1	11	6	0.9	-30	-8	-4	0.9
CC(=O)Nc1sc2c(c1C(N)=O)CCCC2	1	1	1	3	-10	1	2	-1	0	1.1
Cc1cccc2sc(NS(C)(=O)=O)nc12	0.9	0.9	1.1	5	-8	0.9	17	-6	-6	1
O=C(CSc1c2c(nc3ccccc13)CCC2)N1CCCC1	1	1	1	2	-11	1	2	-6	-4	1.1
C/C(CC(=O)N1CCN(C=O)CC1)=N\NC(=O)c1ccc([N+](=O)[O-])cc1	/	/	1.1	/	0	/	3	1	-5	1.1
O=C(/C=C/Nc1ccccc1)c1ccccc1	1	1	1	2	-8	1	9	-3	0	0.1
CCN(CC)S(=O)(=O)c1cccc(NC(=O)c2ccc(C#N)cc2)c1	1	1.1	1	14	-14	0.9	-4	3	-2	1
Cc1c(C(=O)NCCCN2CCOCC2)oc2c1C1(CCC2)SCCS1	0.9	0.8	1	18	-3	0.8	1	1	-1	1
COc1ccccc1Cc1nc(-c2ccc(Br)o2)no1	1	0.8	1	19	25	0.8	6	2	-3	1
COc1ccccc1Cn1cccc1C=O	1	1	1	-2	-1	1	10	-5	-5	1.1
c1ccc(C(c2ccccc2)N2CCN(Cc3nnnn3C3CCCCC3)CC2)cc1	0.9	0.9	1	22	0	0.8	4	-4	-1	1.1
CCC1CCCCN1CCCNC(=O)c1ccc2c(=O)n(Cc3ccc(OC)cc3)c(=O)[nH]c2c1 (stereo unspecified)	1.1	1.1	1.1	2	-7	1	6	-3	-7	1
Cn1c(SCC(=O)NC(=O)NCc2ccco2)nnc1C(F)(F)F	1	1	1	17	-5	0.8	8	2	-2	1
O=C(NC(NC(=S)Nc1ccccc1O)C(Cl)(Cl)Cl)c1ccco1 (stereo unspecified)	0.9	0.9	0.9	11	-16	0.9	-7	4	13	1
COc1cc(S(=O)(=O)N2CCN(c3ccccc3)CC2)ccc1F	1	1	1	15	-6	0.8	4	-3	-4	1.1
CCCc1cc2c(=O)c(-c3ccc4c(c3)OCCO4)coc2cc1OC(=O)c1ccco1	0.8	0.9	1	13	-3	0.9	9	-5	2	0.9
Cc1cc(OCC(=O)Nc2ccccc2F)nc(C(C)C)n1	0.9	0.9	1	11	-8	0.9	2	2	-2	1.1
Cc1nc2ccccn2c1C(=O)CSc1cccc(Cl)c1	1.1	1.1	0.9	5	3	0.9	-11	-10	5	1
Cc1ccsc1-c1nc(CN2CCN(C)C(=O)[C@@H]2C)c(C)o1	1	1	1	8	-2	0.9	13	-4	3	1
COC(=O)c1ccc(NC(=O)c2ccccc2-c2ccccc2C(=O)O)cc1	1.1	1	1	0	-2	1	13	0	0	0.9
Cc1ccc(S(=O)(=O)Nc2cc(C(=O)O)ccc2N2CCCCC2)cc1	1.2	1.3	1	10	-4	0.9	0	-5	-1	1
O=C(NNc1nc(N2CCOCC2)nc(N2CCOCC2)n1)Nc1ccc(Cl)cc1	1	1	1.1	3	-22	1	-6	-4	-7	1.1
CN1CCN(c2ccc([N+](=O)[O-])cc2/C=N/NC(=O)c2ccc(F)cc2)CC1	0.9	0.9	0.9	9	-12	0.9	-5	-6	7	1
COC(=O)c1cc(=O)n(Cc2ccc(F)cc2)c(=NCc2ccc(F)cc2)s1	1	0.9	1	17	-10	0.8	1	-1	-1	1
COc1ccc(C)cc1NC(=O)CSc1nnc(-c2ccco2)n1Cc1ccco1	0.9	0.9	1.1	25	-7	0.8	6	-1	-6	1
O=C(Nc1ccc(N2C(=O)C3C4C=CC(C4)C3C2=O)cc1)Nc1cccnc1 (stereo unspecified)	0.8	0.8	1	19	-9	0.8	3	-11	0	1
O=C(COc1cccc(Br)c1)N/N=C/C(=O)c1ccccc1	0.9	1	1	11	-4	0.9	-4	0	1	1
Cc1c(C(c2cccc(O)c2)c2c(C)n(C)n(-c3ccccc3)c2=O)c(=O)n(-c2ccccc2)n1C	1.2	1.1	1.1	12	-6	0.9	11	-2	-9	1.1
C=CC(C)(C)c1cc2cc3ccoc3cc2oc1=O	1	1	1	10	-4	0.9	14	-3	-3	1

(listing goes on)
SMILES	PMI act	PMI act satM6P	TNAP act hiacc	Diaphorase inh	TNAP inh noacc	Diaph act CS	G6PDH CS	Efa HMGR inh	TNAP inh hi DEA	FLuc act counter
Cc1cccc(NC(=O)CSc2nnc(CSc3nc(C)cc(C)n3)n2Cc2ccco2)c1	0.9	0.9	1.1	17	-12	0.8	4	-5	-7	1.1
S=C(NCCN1CCOCC1)N/N=C/c1c2ccccc2cc2ccccc12	1.1	1.1	1	8	-1	0.9	6	-4	1	1.1
c1ccc(Oc2cccc(OCCn3cncn3)c2)cc1	1	1	1	6	-13	0.9	2	3	-4	1
O=C(c1c[nH]c(=O)n(-c2ccccc2)c1=O)N1CCc2ccccc21	0.9	1	1	5	-5	1	4	-5	0	1
CCCCNC(=O)CSc1nc2ccccc2n1S(=O)(=O)c1ccc(Br)cc1	1.2	1.2	1	-3	-4	1	3	-1	-2	1
CCOC(=O)c1c(C)n(C)c2ccc(O)c(CN(C)C)c12	0.7	0.5	1	7	-3	0.9	9	-5	0	1
CCOC(=O)C1(CCOC)CCN(Cc2nc(C(C)C)cs2)CC1	1	1.1	1	11	-5	0.9	11	3	0	1.1
CCC(CC)N=C1NS(=O)(=O)c2cc([N+](=O)[O-])ccc21	1	1	1.1	-18	-7	1.2	9	-2	-5	1
COc1ccccc1/C=C(/CC(=O)NCc1ccccc1)c1nc2ccccc2s1	0.9	1	1	6	4	0.9	-15	-8	-1	1.1
CN(C)CCCN1C(=O)CSC1c1ccccc1 (stereo unspecified)	0.9	0.9	1	14	-19	0.9	-13	-1	-2	1

One compound at a time, from the list above. Screens in order: PMI act | PMI act satM6P | TNAP act hiacc | Diaphorase inh | TNAP inh noacc | Diaph act CS | G6PDH CS | Efa HMGR inh | TNAP inh hi DEA | FLuc act counter
Results for S=C(NCCN1CCOCC1)N/N=C/c1c2ccccc2cc2ccccc12 = 1.1 | 1.1 | 1 | 8 | -1 | 0.9 | 6 | -4 | 1 | 1.1
Results for CCC(CC)N=C1NS(=O)(=O)c2cc([N+](=O)[O-])ccc21 = 1 | 1 | 1.1 | -18 | -7 | 1.2 | 9 | -2 | -5 | 1

Screens: PubChem, several laboratories
